Screening results as filed in PubChem BioAssay.
PrPC surface inh: cell surface PrPC inhibition, primary TR-FRET screen; 370,000 compounds, 0.43% hits; AID 720596; P04156; inhibition, % at 13.8 µM; TR-FRET read-out; in the data active means inhibition above about 24%; further: 0% = median of the test wells and 100% = reference compound wells
BoNT-A LC inh2: inhibitors of Botulinum neurotoxin A light chain protease; multiplex microsphere protease substrate cleavage, flow cytometry; inhibition, % at 10 µM; 360,000 compounds, 0.17% hits; further: plate controls were buffer without enzyme for full effect and enzyme alone for no effect
PfHsp40 yeast: restores yeast growth despite PfHsp40 toxicity; growth rescue, % at 12.5 µM; 340,000 compounds, 0.68% hits; S. cerevisiae expressing PfHsp40, growth rescue, ATP luminescence; in the data active means growth rescue above about 28%, passing the limit was not always enough; inconclusive means no clear call, values can overlap the other calls;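 further: yeast W303a lacking pdr1 and pdr3 grown in galactose medium; growth measured after three days at 30 °C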
TcdB inh: TcdB glycohydrolase inhibition; TcdB glycohydrolase enzymatic assay, plate reader; inhibition, % at 9.99 µM; 350,000 compounds, 0.24% hits; in the data active means inhibition above about 10%
Vc quorum ag: induces V. cholerae light production without autoinducers; V. cholerae BH1578 lux reporter, luminescence, 6 h; activation, % at 18.7 µM; 350,000 compounds, 0.16% hits; AID 588436; in the data active means activation mostly above about 9.7%, no sharp cut-off; inconclusive means no clear call, values can overlap the other calls; inactive means mostly below about 3.7%; further: not every result past the cut was called active; inactives centre near 0; reference of the scale not given here
SARS 3CLpro inh: SARS-CoV 3CLpro protease inhibition | P0C6X7 | recombinant SARS-CoV 3CLpro, quenched FRET peptide cleavage | inhibition, % at 6 µM | 290,000 compounds, 0.14% hits; in the data active means inhibition above about 12%
Y pestis TopoI: blocks Yersinia pestis topoisomerase I activity; Y. pestis Topo-I cleavage product accumulation, plate reader; activity, % at 10 µM; 360,000 compounds, 0.064% hits; AID 504884; in the data active means activity above about 50%, passing the limit was not always enough; inconclusive means no clear call, values can overlap the other calls; further: inactives centre near 2
Anthrax LF prot: inhibitors of Bacillus anthracis lethal factor protease. multiplex microsphere protease cleavage assay, LF. P15917. AID 588501. inhibition, % at 10 µM. 360,000 compounds, 0.12% hits; further: plate controls were buffer without enzyme for full effect and enzyme alone for no effect
Target sequence (P15917 whole entry, looked up): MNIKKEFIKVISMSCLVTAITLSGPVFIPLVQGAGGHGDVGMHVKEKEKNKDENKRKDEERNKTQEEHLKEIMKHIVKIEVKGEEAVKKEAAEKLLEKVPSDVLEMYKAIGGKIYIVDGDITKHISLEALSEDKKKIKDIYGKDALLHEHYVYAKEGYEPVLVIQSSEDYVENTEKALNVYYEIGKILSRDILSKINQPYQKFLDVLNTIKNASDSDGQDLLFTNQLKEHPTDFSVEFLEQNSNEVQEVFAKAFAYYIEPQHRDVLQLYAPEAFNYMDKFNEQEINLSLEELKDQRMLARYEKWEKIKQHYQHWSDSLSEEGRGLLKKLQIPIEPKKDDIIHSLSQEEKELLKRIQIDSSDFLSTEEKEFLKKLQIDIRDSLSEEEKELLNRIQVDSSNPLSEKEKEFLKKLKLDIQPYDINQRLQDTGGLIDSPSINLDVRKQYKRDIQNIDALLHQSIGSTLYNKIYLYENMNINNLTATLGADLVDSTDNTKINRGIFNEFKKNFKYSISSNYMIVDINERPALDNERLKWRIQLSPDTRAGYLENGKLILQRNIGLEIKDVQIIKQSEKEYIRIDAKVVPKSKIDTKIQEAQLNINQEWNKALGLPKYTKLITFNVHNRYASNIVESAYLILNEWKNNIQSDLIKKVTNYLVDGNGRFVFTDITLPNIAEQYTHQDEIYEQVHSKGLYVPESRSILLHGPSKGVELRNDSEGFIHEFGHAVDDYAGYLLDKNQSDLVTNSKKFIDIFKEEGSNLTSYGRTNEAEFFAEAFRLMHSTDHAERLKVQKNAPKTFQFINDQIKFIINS
PriA SSB inh: inhibitors of Klebsiella pneumoniae PriA binding to SSB C-terminal tail | 430,000 compounds, 0.6% hits | AID 1272365 | inhibition, % at 33 µM | AlphaScreen SSBct-PriA binding, biotinylated peptide; in the data active means inhibition mostly above about 37%, no sharp cut-off; inactive means mostly below about 20%;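 further: plate controls were negative control peptide for no effect and reference peptide for full effect; strong numbers were not always called active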
The depositor's hits bear a star; i = inactive; ? = inconclusive; . = not tested or not shown. Unless noted, no stated cut-off is given here; in the data, active means inhibition above about 30%; inconclusive means no clear call, values can overlap the other calls; inactive means below that. Some of the compounds tested; rates above refer to the full screens.

Order of values – PrPC surface inh | BoNT-A LC inh2 | PfHsp40 yeast | TcdB inh | Vc quorum ag | SARS 3CLpro inh | Y pestis TopoI | Anthrax LF prot | PriA SSB inh
1	CCC(NS(=O)(=O)c1ccc(C)cc1)C(=O)N1CCOCCOCCOCC1 (stereo not given)
  -0.2 | -3.0 | 3.8 | -0.5 | -0.8 | -3.7 | -1.7 | 3.4 | -2.1
2	CC(=O)Nc1ccc(OCC(=O)N2CCc3ccccc3C2)cc1
  -2.1 | 2.2 | -0.7 | 0.5 | -6.2 | -2.4 | -0.5 | 1.5 | 2.0
3	Cn1c(CCNC(=O)C(C)(C)C)nc2ccccc21
  -7.1 | -0.1 | -1.0 | . | -0.4 | 5.2 | 3.4 | 2.9 | -9.0
4	Cc1ccc(S(=O)(=O)CC(=O)Nc2ccc(Cl)cn2)cc1
  0.1 | -0.1 | 0.6 | -0.2 | 0.1 | 4.9 | 0.3 | 0.7 | 12.3
5	Cc1nc(NC(C)C)c2cnn(CCc3ccccc3)c2n1
  0.3 | -0.2 | -0.7 | . | 1.9 | 2.0 | 8.5 | -1.9 | -11.2
6	Cc1ccc(S(=O)(=O)N2CCC(C(=O)OCC(=O)N3C(C)CCCC3C)CC2)cc1C (stereo not given)
  -3.9 | 0.6 | . | 0.9 | 0.5 | . | 18.5 | 2.4 | .
7	COc1ccccc1CN1CC(C(=O)NC2(c3ccccc3)CC2)CCC1=O (stereo not given)
  -6.0 | -1.4 | -0.1 | 0.5 | 0.6 | 6.3 | 4.4 | -2.5 | 0.5
8	CC(C)(C)NC(=O)c1ccc2c(c1)N(CC(=O)N1CCN(c3ccc(F)cc3)CC1)C(=O)C(C)(C)O2
  -1.5 | 0.9 | -0.7 | . | -6.2 | 0.1 | 19.4 | -2.4 | 7.0
9	CC(=O)C1=C(C)NC(SCC(N)=O)=C(C#N)C1CC(C)C (stereo not given)
  10.6 | -2.0 | 2.1 | 1.4 | -0.5 | 7.2 | 7.5 | -1.3 | -2.3
10	Cc1ccc(Cl)cc1NC(=O)CN1CCN(C(=O)C2CCCO2)CC1 (stereo not given)
  7.9 | 0.3 | -1.0 | 0.2 | -0.3 | -0.3 | 2.2 | 0.8 | -17.1
11	O=C(COC(=O)c1ccc2c(c1)OCO2)Nc1nc(-c2ccccc2)cs1
  -1.9 | -0.2 | -1.6 | 0.9 | -0.4 | -1.8 | 0.1 | -1.5 | -3.9
12	CCC(=O)Nc1ccc2oc(-c3cccc(C)c3)nc2c1
  3.2 | -0.4 | -1.0 | . | -1.3 | -2.2 | 19.0 | -2.1 | -5.0
13	OCC1(CCOc2ccccc2)CCN(Cc2ccc3c(c2)OCCO3)CC1
  -0.7 | -0.3 | 0.1 | 2.0 | -0.8 | 3.1 | 3.3 | 2.5 | 7.7
14	Cc1cnc(NS(=O)(=O)c2ccc(Cl)cc2)c(Br)c1
  2.5 | ? | 0.7 | 3.4 | 0.6 | 6.5 | -5.1 | 6.6 | -7.2
15	CCS(=O)(=O)NCCc1cc2c(OC)ccc(OC)c2[nH]c1=O
  0.7 | 0.2 | -1.3 | . | 0.7 | 5.7 | 4.8 | 0.2 | -14.5
16	Nc1ncnc2c1ncn2CCNCCc1ccccc1
  2.4 | 1.8 | 0.7 | . | 0.5 | -1.1 | -7.5 | 3.0 | -6.9
17	CNc1c(NS(=O)(=O)c2ccc(Cl)cc2)c(=O)oc2ccccc12
  8.0 | 2.3 | -0.4 | -1.6 | i | 4.0 | -10.5 | -4.0 | -1.5
18	Cc1nn(CCCC(=O)Nc2c(F)cc(F)cc2Br)c(C)c1[N+](=O)[O-]
  -4.2 | -0.4 | -0.2 | 0.4 | -0.5 | 0.6 | -3.6 | 2.4 | -5.8
19	COc1ccc(C(C)(O)c2nc(-c3ccc(C)c(C)c3)cs2)cc1 (stereo not given)
  -3.7 | 0.0 | . | 0.6 | -0.4 | . | 17.6 | -8.4 | .
20	CCOC(=O)C1(C)/C(=N/Nc2ccccc2)C(=O)C(=O)N1c1ccccc1 (stereo not given)
  2.0 | -0.8 | -1.0 | . | -0.3 | -1.2 | 1.2 | -0.8 | .
21	COc1cc(NC(=O)c2ccc(COCC(F)(F)F)cc2)cc(OC)c1OC
  7.7 | 0.2 | -1.0 | . | -1.3 | -0.8 | 9.7 | 0.2 | -9.2
22	O=C(Nc1ccccc1C(=O)N1CCCC1)c1ccc(Cl)c([N+](=O)[O-])c1
  -16.2 | 0.3 | 0.2 | 1.1 | 0.0 | 2.9 | -1.9 | 0.9 | -6.5
23	CC1CC1c1ccc(/C=C(\C#N)C(=O)Nc2cccc(Cl)c2Cl)o1 (stereo not given)
  -5.7 | -0.5 | 0.5 | 0.1 | 0.6 | -1.2 | 6.7 | 0.2 | -18.2
24	CCCCOc1c(C(=O)Nc2ccccc2)nnn1-c1ccccc1
  -10.1 | 0.8 | -0.3 | -0.4 | -0.1 | 5.1 | 49.9 | 3.8 | -13.3
25	O=C(NCc1ccc(Cl)c(Cl)c1)C1CCCC1
  -1.9 | -0.8 | . | 1.2 | i | . | 8.7 | -3.7 | -10.6
26	Cc1ccc(C)c(-n2cc(CNCCCn3cccn3)c(-c3ccccc3)n2)c1
  -1.9 | -0.1 | 0.6 | 0.1 | -5.6 | -0.7 | -6.7 | -6.8 | 0.2
27	COc1ccc(-c2cc3ccccc3oc2=O)cc1NC(=O)c1ccc([N+](=O)[O-])o1
  -1.4 | 0.1 | 1.0 | . | 0.1 | 1.2 | -7.2 | 1.1 | 0.8
28	CC1CCN(c2nc3ccccc3n2CC(=O)c2ccccc2)CC1
  -1.0 | -0.8 | 0.3 | 0.9 | -0.6 | -6.1 | 2.1 | -4.9 | -5.1
29	COCc1nn2c(N)c(-c3ccccc3)cnc2c1-c1ccccc1
  -3.6 | -1.2 | -2.0 | -0.3 | -0.2 | 0.9 | -4.9 | -0.8 | -6.0
30	COc1ccc2ccccc2c1/C=N/N1C(=O)CSC1=S
  -3.5 | 14.4 | -0.5 | 1.0 | i | -4.1 | -12.2 | 13.6 | .
31	CCCN1CNC(=S)N(c2ccc(C)cc2C)C1
  2.1 | . | -1.4 | 1.3 | -0.7 | 0.6 | -3.0 | . | 2.7

Some of the entries so far, with one line to a screen.
[2] CC(=O)Nc1ccc(OCC(=O)N2CCc3ccccc3C2)cc1
[3] Cn1c(CCNC(=O)C(C)(C)C)nc2ccccc21
[4] Cc1ccc(S(=O)(=O)CC(=O)Nc2ccc(Cl)cn2)cc1
screen / no. | 2 | 3 | 4
PrPC surface inh | -2.1 | -7.1 | 0.1
BoNT-A LC inh2 | 2.2 | -0.1 | -0.1
PfHsp40 yeast | -0.7 | -1.0 | 0.6
TcdB inh | 0.5 | . | -0.2
Vc quorum ag | -6.2 | -0.4 | 0.1
SARS 3CLpro inh | -2.4 | 5.2 | 4.9
Y pestis TopoI | -0.5 | 3.4 | 0.3
Anthrax LF prot | 1.5 | 2.9 | 0.7
PriA SSB inh | 2.0 | -9.0 | 12.3

Structural class, the entries above containing fluorine (three)
Order of values – PrPC surface inh | BoNT-A LC inh2 | PfHsp40 yeast | TcdB inh | Vc quorum ag | SARS 3CLpro inh | Y pestis TopoI | Anthrax LF prot | PriA SSB inh
8	CC(C)(C)NC(=O)c1ccc2c(c1)N(CC(=O)N1CCN(c3ccc(F)cc3)CC1)C(=O)C(C)(C)O2
  -1.5 | 0.9 | -0.7 | . | -6.2 | 0.1 | 19.4 | -2.4 | 7.0
18	Cc1nn(CCCC(=O)Nc2c(F)cc(F)cc2Br)c(C)c1[N+](=O)[O-]
  -4.2 | -0.4 | -0.2 | 0.4 | -0.5 | 0.6 | -3.6 | 2.4 | -5.8
21	COc1cc(NC(=O)c2ccc(COCC(F)(F)F)cc2)cc(OC)c1OC
  7.7 | 0.2 | -1.0 | . | -1.3 | -0.8 | 9.7 | 0.2 | -9.2
